# KB-3-1 tox – qHTS assay for MDR1-selective chemotherapeutics: Primary screen using the parental adenocarcinoma cell KB-3-1. Potency, µM (doses to about 46.1 µM), without a hit: top-dose activity change, negative = cytotoxic, usual class: cytotoxic. hit rate 1.4% among 400,000. KB-3-1 viability, CellTiter-Glo ATP luminescence, 72 h; further: potency means the concentration at half of the fitted maximal effect; on the % scale 0 is the no-effect control and ±100 the full control effect; nearly all actives have a fitted effect of over 60% in size
#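 Luminescent ATP read-out (CellTiter-Glo) measures survival of drug-naive KB-3-1 cells after 72 h compound exposure at 37 °C. Titration series was screened from lowest to highest concentration, with DMSO vehicle plates as background controls.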
# HT1080-NT tox – qHTS for induction of synthetic lethality in tumor cells producing 2HG: qHTS for the HT-1080-NT fibrosarcoma cell line. HT-1080-NT fibrosarcoma viability, CellTiter-Glo ATP luminescence, 48 h. Potency, µM (series often up to 46.1 µM), for inactives: at the highest dose activity, negative = less viability, most hits filed as cytotoxic. hit rate 1.6% among 360,000. AID 686970, 2013;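 further: NT is the 2HG producing partner of a matched IDH1 knockdown line; potency means the concentration at half of the fitted maximal effect; 0% = DMSO-treated cells and -100% = media-only wells without cells; nearly all actives have a fitted effect of over 55% in size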
#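 HT-1080-NT fibrosarcoma cells (2HG-overproducing), 750 cells/well in RPMI with 5% FBS, dosed after 2 h and incubated 48 h at 37C. CellTiter-Glo luminescence normalized to DMSO and no-cell wells; concentration-response curves fitted and classed.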
# IL1B secr inh – qHTS for Inhibitors of Inflammasome Signaling: IL-1-beta AlphaLISA Primary Screen. THP-1 LPS/ATP IL-1B secretion, AlphaLISA, 16 h; hits give low values. AID 743279, 2014. hit rate 4.7% among 360,000. activity change, % at 57.5 µM; in the data active means activity change below about -50%; inconclusive means mostly about -30% to -49%; further: on the % scale 0 is the no-effect control and ±100 the full control effect
#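 Secreted IL-1B measured by AlphaLISA bead assay after 16 h compound exposure of THP-1 cells; compounds (final up to 57.5 uM) added 1 h before LPS (250 ng/mL) and ATP (1.25 mM) stimulation; lower signal means less secretion.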
# SW480 rereplic – A quantitative high throughput screen for small molecules that induce DNA re-replication in SW480 colon adenocarcinoma cells; SW480 DNA re-replication, Hoechst DNA content imaging, 48 h; Potency, µM (doses to about 46.1 µM), without a hit: top-dose re-replication activation, actives largely listed as activators; hit rate 1.8% among 340,000; further: potency means the concentration at half of the fitted maximal effect; % of control where 0% means no effect; nearly all actives have a fitted effect of over 55% in size
#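 Hoechst fluorescence of nuclei (405 nm excitation, 500-530 nm emission) measured by plate-scanning imager after 48 hr compound exposure at 37 C; re-replication scored as increased number of nuclei with elevated intensity.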
# MCF10A rereplic – A quantitative high throughput screen for small molecules that induce DNA re-replication in MCF 10a normal breast cells | MCF 10A DNA re-replication, Hoechst nuclear intensity, 48 h | Potency, µM (titrated, usually from 46.1 µM), without a hit: at the top dose activity, positive = re-replication, most hits filed as activators | hit rate 2.9% among 350,000; further: potency means the concentration at half of the fitted maximal effect; % of control where 0% means no effect; nearly all actives have a fitted effect of over 50% in size
# KB-V1 cytotox – qHTS assay for MDR1-selective chemotherapeutics: Primary screen using the drug-selected MDR subline cells KB-V1 | hit rate 3.4% among 400,000 | Potency, µM (series often up to 46.1 µM), inactives show at the highest dose activity change, negative = cytotoxicity, hits mostly cytotoxic | KB-V1 MDR cells viability, CellTiter-Glo, 72 h; further: potency means the concentration at half of the fitted maximal effect; on the % scale 0 is the no-effect control and ±100 the full control effect; nearly all actives have a fitted effect of over 60% in size
#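 Cells of the MDR subline KB-V1 are plated, dosed with compound at multiple concentrations, and incubated 72 h at 37 degrees C; CellTiter-Glo is then added and luminescence read after 10 min.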
# HT1080 IDH1KD tx – qHTS for induction of synthetic lethality in tumor cells producing 2HG: qHTS for the HT-1080-IDH1KD cell line. hit rate 2% among 360,000. HT-1080 IDH1 knockdown viability, ATP luminescence, 48 h. Potency, µM (top dose mostly 46.1 µM), inactives show at the highest dose activity, negative = toxicity, most hits filed as cytotoxic. AID 686971, 2013;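 further: potency means the concentration at half of the fitted maximal effect; 0% = DMSO wells and -100% = cell-free medium wells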
#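 IDH1KD HT-1080 cells, 750/well, RPMI + 5% FBS; compound pinned after 2 h settling; 48 h, 37 °C; CellTiter-Glo luminescence; % activity normalised to DMSO and no-cell wells; curves fitted, classed by r2 and efficacy.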
# S2 tox – Viability Counterscreen for Primary qHTS for Inhibitors of ATXN expression | S2 cells (HEK-293 line with an ATXN2-luciferase reporter) viability, CellTiter-Fluor protease fluorescence, 24 h | hit rate 0.49% among 400,000 | AID 651635, 2014 | Potency, µM (doses to about 56.7 µM), most hits filed as cytotoxic; further: potency means the concentration at half of the fitted maximal effect; nearly all actives have a fitted effect of over 40% in size
# ATXN2 expr inh – Primary qHTS for Inhibitors of ATXN expression | HEK-293 ATXN2-luciferase reporter, luminescence, 24 h | Potency, µM (highest dose often 57 µM), without a hit: at the top dose activity change, negative = inhibition, usual class: inhibitors | hit rate 0.72% among 360,000; further: potency means the concentration at half of the fitted maximal effect; on the % scale 0 is the no-effect control and ±100 the full control effect; nearly all actives have a fitted effect of over 55% in size
#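 ATXN2-luciferase reporter cells (luciferase flanked by upstream and downstream ATXN2 gene portions) were treated 24 h at 37 °C with compounds at up to 57 uM. SteadyGlo luminescence gave expression; GF-AFC fluorescence gave viability.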
# The depositor's hits bear a star; i = inactive; ? = inconclusive; nt = not tested or not shown; [ ] = another dose, or the depositor's remark. Unless noted, the call rests on the fitted dose curve; in most records, active means well fitted curve in the direction sought with a large enough effect; inconclusive means small, poorly fitted or top-dose-only effect, or another doubt; inactive means no such curve, though single readings can be large; an effect the other way counts as inactive or inconclusive. Rows are unselected; overall some 11% were active at least once.
SMILES,KB-3-1 tox,HT1080-NT tox,IL1B secr inh,SW480 rereplic,MCF10A rereplic,KB-V1 cytotox,HT1080 IDH1KD tx,S2 tox,ATXN2 expr inh
COC(=O)c1cn(NC(=O)Cn2nc([N+](=O)[O-])c(Br)c2C)c(=O)c2ccccc12,-19%,-5%,7,-4%,1%,-15%,-4%,i,7%
COC(=O)C1C(O)C(C)C(O)C(C)(O)/C=C\C=C(/C)C(=O)Nc2c(C)c(OC(C)=O)c3c(c2O)C(=O)C(C)=C2OCOC(=C23)/C(C)=C/C(C)(O)C(O)C(C)C1O (stereo unspecified),-5%,-24%,1,?,14%,-13%,-20%,i,6%
Cc1cc(C(C)(C)C)ccc1OC(=O)C1=CC=CN2CCS(=O)(=O)N=C12,-6%,0%,5,-5%,0%,1%,-1%,i,-2%
CCCn1c(=O)c(C(=O)NCc2ccccn2)c(O)c2ccccc21,-9%,-30%,-10,?,?,0%,?,i,-3%
COc1ccc(N(C(C)C(=O)N(C)Cc2ccccc2)S(C)(=O)=O)cc1 (stereo unspecified),3%,12%,9,2%,5%,2%,8%,i,nt
COc1ccccc1CNC(=O)CN1C(=O)NC2(CCCCCCC2)C1=O,2%,1%,2,-2%,2%,3%,6%,i,0%
COc1ccc2oc(C(=O)OCC(=O)Nc3ccccc3)c(C)c2c1,0%,-1%,-1,-1%,2%,3%,6%,?,12%
CC(C)CC(=O)NS(=O)(=O)c1ccc(N)cc1,10%,12%,0,-2%,-1%,-11%,12%,i,-6%
O=C(CCSCCc1ccccn1)Nc1ccc(Br)cn1,14%,0%,0,-2%,1%,7%,12%,i,-3%
Cc1cc(CNCc2c(C(=O)N3CCCCCCC3)nc3ccc(Cl)cn23)nn1C,0%,1%,19,-2%,15%,10%,-1%,i,-8%
O=C1NCCN1C(=O)C12CC3CC(CC(C3)C1)C2,0%,-6%,-6,-5%,-4%,14%,-4%,i,4%
CC(C)CC(=O)NCCNC(=O)c1cc(OCC(F)(F)F)ccc1OCC(F)(F)F,2%,-11%,-14,-6%,-3%,-18%,-30%,i,1%
O=C(COc1ccccc1)NCCn1ccc2ccccc21,8%,2%,-9,9%,13%,-8%,-6%,i,7%
CCOC(=O)N1CCN(C(=O)CCN2C(=O)/C(=C\c3ccc(OC)c(OC)c3)SC2=S)CC1,-1%,-1%,-3,nt,nt,?,1%,i,nt
COc1ccc(C(=O)NCC(=O)N2CCN(C(=O)c3ccco3)CC2)cc1,14%,9%,21,11%,0%,7%,2%,i,-5%
O=C(CSc1ccccc1)Nc1ccc2c(c1)OCCO2,0%,6%,-2,0%,?,?,1%,i,70%[activator]
COc1ccc(CCNC(=O)CNC(=O)c2ccccc2Br)cc1OC,10%,11%,20,-3%,-4%,-3%,13%,i,-35%
CCOc1cc(N2CCOCC2)c(OCC)cc1NC(=O)c1cccc(S(=O)(=O)N2CCOCC2)c1,10%,13%,7,0%,6%,15µM*,?,i,-3%
Cc1cccc(CCNC(=O)c2ccc(CSCc3cccc(Cl)c3)o2)c1,0%,nt,nt,nt,nt,6%,nt,i,-14%
Cc1ccc(NC(=O)NCc2cccn2Cc2ccccc2)c(C)c1,0%,nt,nt,nt,nt,6%,nt,i,7%
Cc1ccc(S(=O)(=O)N2CCOCC2)cc1C(=O)Nc1cc(S(=O)(=O)N2CCCCC2)ccc1O,-11%,-2%,3,1%,12%,-12%,-2%,i,-3%
Cc1ccccc1Nc1c(-c2ccc(O)cc2)nc2c(C)cccn12,1%,nt,nt,nt,nt,14%,nt,i,-9%
CC(=O)Nc1ccc(C(=O)OCc2ccccc2Cl)cc1,7%,-5%,-5,24%,1%,-1%,3%,i,nt
C=CCNc1nc2cc(-c3cccc(NC(C)=O)c3)sc2c(=O)n1C,-1%,?,57,nt,nt,2%,?,i,25%
COc1ccnc(CSC(N)=Nc2cccc(C(F)(F)F)c2)c1,?,1%,-104*,?,-32%[inhibitor],?,-7%,i,?

# With a hit mark in IL1B secr inh, of those listed so far:
Compound	IL1B secr inh	SW480 rereplic
COc1ccnc(CSC(N)=Nc2cccc(C(F)(F)F)c2)c1	-104*	?

# Continuation.
SMILES,KB-3-1 tox,HT1080-NT tox,IL1B secr inh,SW480 rereplic,MCF10A rereplic,KB-V1 cytotox,HT1080 IDH1KD tx,S2 tox,ATXN2 expr inh
COc1cc(/C=N/NC(=O)c2nonc2N)cc(OC)c1OC,7%,10%,-3,-2%,1%,4%,-3%,i,4%
CCCCNC(=O)COC(=O)c1ccc(Cl)c(S(N)(=O)=O)c1,9%,4%,-6,-5%,4%,8%,11%,i,-10%
COCCn1c(C)cc(C(=O)CSc2nnnn2C2CCCC2)c1C,nt,8%,2,3%,?,nt,-1%,i,14µM*
COc1ccc(-c2noc(-c3csc([C@@H]4C[C@H](O)[C@@H](CO)O4)n3)n2)cc1OC,0%,0%,-17,nt,nt,4%,-9%,i,29%
CC(C)(C)OC(=O)NCCCCCO,0%,10%,2,2%,-2%,4%,13%,i,11%
Cc1ccc(SC/C(O)=C(\C#N)c2nc3ccccc3n2C)cc1,-5%,-21%,-16,21%,18%,0%,-15%,i,4%
CN(C1CCCCC1)S(=O)(=O)c1ccc2c(c1)c(=O)c(C(=O)NCCc1ccccc1)cn2C,23%,nt,nt,nt,nt,-19%,nt,i,2%
Cc1ccc(S(=O)(=O)N2CCN(C(=O)C3CCN(C(=O)c4ccccc4C)CC3)CC2)cc1C,-2%,-4%,21,1%,13%,?,-10%,i,-3%
Cc1c(C#N)c(NC(=O)CCl)n(Cc2ccc(F)cc2)c1C,?,?,-77*,?,?,-28%,?,21µM*,?
CC(=O)Nc1ccc(OCC(=O)NC(C)c2ccc(F)cc2)cc1 (stereo unspecified),1%,-1%,2,-592%[1.84 µM],-1%,?,2%,i,12%
CCc1ccc(NC(=O)CC2C(=O)NCCN2C(=S)Nc2ccccc2)cc1 (stereo unspecified),7%,?,?,2%,5%,-6%,-25%,i,-3%
O=C(Nc1ccccc1Cl)N1CCN(c2ncccn2)CC1,19%,10%,-17,-10%,-2%,4%,18%,i,1%
NC(=S)N/N=C/c1ccc(-c2ccccc2)o1,-7%,-4%,-24,22%,0.73µM*,?,6%,?,8%
COc1cccc(-c2cc(C(=O)Nc3c(C)nn(Cc4ccccc4)c3C)no2)c1,14%,-7%,-28,-4%,-1%,-23%,?,i,-3%
Cn1c(NN)nc2sc3c(c2c1=O)CC(C)(C)OC3,-3%,?,46,0%,-3%,19%,13µM*,?,?
COc1ccc(N2CCN(C(c3ccccc3)c3nnc(-c4ccccc4Cl)o3)CC2)cc1 (stereo unspecified),-2%,nt,nt,nt,nt,-5%,nt,i,11%
CN1CCN(c2ccc(NC(=O)COc3ccc(Cl)cc3Cl)cc2)CC1,?,?,?,?,?,?,-29%,i,-20%
CN(Cc1nc2ccccc2c(=O)[nH]1)Cc1nc2ccsc2c(=O)[nH]1,-1%,0%,30,21µM*,1%,-5%,2%,i,-7%
Cc1ccc(OS(=O)(=O)c2ccc(-c3csc(C)n3)s2)c(C)c1,-13%,?,nt,3%,?,?,?,i,?
CC(C)CNC(=O)COC(=O)CNC(=O)c1cc(Cl)cc([N+](=O)[O-])c1,11%,19%,24,-9%,-1%,11%,18%,i,-27%
COc1ccc(S(=O)(=O)N=Nc2c(O)[nH]c3ccccc23)cc1,10%,5%,18,-4%,9%,23%,1%,i,5%
CCOCC(=O)Nc1nnc(Cc2ccc(OC)c(OC)c2)s1,10%,-5%,63,-6%,8%,-2%,2%,i,-2%
CN1CCCCc2c1[nH]c1ccccc1c2=O,-2%,7%,35,-11%,6%,16%,4%,i,17%
Cc1ccc(OCC(=O)n2nc(C)cc2C)c(C)c1,-2%,9%,4,-1%,-5%,2%,13%,i,5%
O=C(NCc1ccccc1F)Nc1nnc([C@@H]2C[C@H](O)[C@@H](CO)O2)s1,0%,10%,12,nt,nt,2%,3%,i,6%

# (next part)
SMILES,KB-3-1 tox,HT1080-NT tox,IL1B secr inh,SW480 rereplic,MCF10A rereplic,KB-V1 cytotox,HT1080 IDH1KD tx,S2 tox,ATXN2 expr inh
CN(C)CCN(Cc1ccco1)c1ccccn1,-1%,6%,-10,-5%,-1%,2%,19%,i,-12%
CC(/C=C/c1ccccc1)=N\NC(=O)c1cc(C)nc2ccccc12,1%,?,-2,-23%,?,?,?,i,-14%
COc1ccc(COC(=O)CN2C(=O)NC3(CCCC3)C2=O)cc1F,7%,12%,14,-8%,-3%,2%,0%,i,13%
Cc1c(C(=O)N2CCN(C(=O)c3ccco3)CC2)oc2c(Cl)cccc12,6%,7%,-17,-2%,1%,-12%,1%,?,1%
Cc1cc(=O)oc2cc(Nc3ccccc3)ccc12,19%,20%,16,-2%,0%,5%,8%,?,35%
COc1ccc(C(=O)Nc2nnc(SCC(=O)NC3CC3)s2)cc1,-1%,1%,5,-6%,1%,5%,6%,i,?
COc1cccc2cc(C(=O)OCc3ccccc3)c(=O)oc12,3%,17%,0,-3%,3%,?,-6%,i,20%
CCc1cc(=O)oc2c(C)c(OCC(=O)N3CCC(C(=O)O)CC3)ccc12,-2%,-1%,33,-9%,-31%[inhibitor],?,-4%,i,3%
CCc1cc(Cn2nc(-c3ccccc3C)cc2C(=O)O)on1,11%,-1%,31,-47%[inhibitor][9.22 µM],11%,16%,3%,i,21%
